N-glyco inh – N-linked glycosylation inhibition. hit rate 0.23% among 360,000. reporter increase, % at 12.5 µM. D54 ERlucT glycosylation luciferase reporter, 24 h; percent of 100 nM tunicamycin response;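 active = mean luciferase reporter signal, scaled so untreated is 0 and the glycosylation-blocking control 100, at or above a set limit in every replicate; inconclusive = mean reaches the limit but not every replicate does; inactive = mean below the limit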;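 also: luciferase carries N-glycosylation sites so blocking glycosylation raises the light; 0% = median of neutral control wells and 100% = median of 100 nM tunicamycin wells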
HTR2A ag – agonists of mouse serotonin 5-HT2A receptor (HTR2A) | activation, % at 7.6 µM | hit rate 0.66% among 360,000 | P35363 | CHO-K1 mHTR2A beta-arrestin complementation, luminescence; percent of 30 µM serotonin response;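 active = activation above a run cutoff, the mean activation of all tested compounds plus 3 SD, cut at about 14% in these data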;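 also: 0% = plate median of compound wells and 100% = 30 µM serotonin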
Cardio protect – protects H9c2 cardiomyocytes from peroxide injury; H2O2 injury protection, ATPLite, 2 h; hit rate 0.63% among 360,000; AID 588492; protection from H2O2 cell death, % at 20 µM;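 active = compounds giving at least 50% protection of heart cells from peroxide-induced death in the single-dose screen, raw or plate-pattern-corrected value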;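 also: 0% = DMSO wells with peroxide and 100% = DMSO wells without peroxide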
Vif imaging – HIV Vif inhibition; AID 602346; HEK293T cells, Vif self-association by quenched fluorescence, imaging, 24 h; inhibition, % at 7.49 µM; hit rate 0.35% among 340,000; in the data active = inhibition above about 50%, passing the limit was not always enough; inconclusive = no clear call, values can overlap the other calls; inactive = below about 31%; also: some results filed as inactive read as strong as hits
CaV13 FRET inh – Disruptors of the CACNA1D IQ motif to Ca2+-dependent inactivation inhibitor domain association, primary screening, Förster resonance energy transfer in intact living …. HEK cells, CFP/YFP FRET ICDI-IQ, plate reader, 10 min; percent FRET-ratio fall versus neutral wells. inhibition, % at 12.3 µM. hit rate 0.098% among 340,000. AID 743397;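 active = mean replicate inhibition of at least 30% and at least 1% of replicates passing that level; inconclusive = only one of the two criteria is met; inactive = neither criterion is met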;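 also: 0% = median of the neutral control wells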
ABCB6 inh 2 – human ABCB6 transporter inhibition; fluorescence ratio to DMSO, % at 10 µM; Q9NP58; K562-ABCB6 porphyrin accumulation, flow cytometry, 1 h; hits give low values; hit rate 0.19% among 360,000;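 active = fluorescence ratio to DMSO below 75%, the collection mean minus 3 SD; inconclusive = too few cells collected in the well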;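 also: signal is porphyrin accumulated inside mitochondria; 100% equals median channel fluorescence of DMSO control wells; lower ratio means ABCB6 inhibition with less porphyrin fluorescence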
MC4R ag barr – activates human MC4R beta-arrestin recruitment; P32245; U2OS MC4R beta-arrestin complementation, luminescence; percent of melanotan II response, DMSO zero; activation, % at 8.9 µM; hit rate 0.98% among 360,000; AID 540308;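 active = activation above a per-plate cutoff, the mean activation of sample wells on that plate plus 3 SD, cut at about 8% in these data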
Target sequence (P32245 whole entry, looked up): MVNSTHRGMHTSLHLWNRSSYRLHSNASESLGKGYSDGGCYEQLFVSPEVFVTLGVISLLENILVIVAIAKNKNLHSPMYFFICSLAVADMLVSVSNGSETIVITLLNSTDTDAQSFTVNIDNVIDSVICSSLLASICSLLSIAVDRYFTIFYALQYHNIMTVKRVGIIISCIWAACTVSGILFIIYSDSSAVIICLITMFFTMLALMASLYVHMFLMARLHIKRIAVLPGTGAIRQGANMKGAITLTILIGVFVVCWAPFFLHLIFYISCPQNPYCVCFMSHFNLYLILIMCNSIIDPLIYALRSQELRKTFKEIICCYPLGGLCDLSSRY
aDG glyco act – increases alpha dystroglycan glycosylation. activation, % at 10 µM. Pro5-aDG cells, alpha-DG glycosylation AlphaScreen (IIH6); 0% Pro5, 100% B10-LARGE cell signal. hit rate 0.22% among 360,000;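 active = activation of at least 8% versus controls, or a plate z-score of at least 8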;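 also: Pro5 are CHO cells carrying HIG-tagged alpha-DG that lacks glycosylation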
MC4R antag cAMP – blocks human MC4R cAMP signaling; inhibition, % at 6.5 µM; MC4R-expressing cells, MTII-stimulated cAMP, LANCE TR-FRET; hit rate 0.48% among 360,000; P32245; AID 540295;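 active = inhibition above its plate's cutoff, the mean of tested wells on that plate plus 3 SD, cut at about 29% in these data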;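 also: 0% = Melanotan II alone and 100% = Melanotan II plus saturating MCL0020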
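Assay system: U2OS-MC4R stable cell line; Also added: Melanotan II; Technique: Eu-cAMP/anti-cAMP TR-FRET, emission 671 nm; Times: 30-min compound, 1-h challenge, 1-h detection, room temperature.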
PDI turbidity – PDI (human) enzyme inhibition. P07237. PDI insulin aggregation turbidity, A650, 90 min. inhibition, % at 10 µM. hit rate 0.052% among 350,000. AID 588391;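 active = mean inhibition across replicates of 30% or more, whatever share of single replicates reach that level; inconclusive = mean inhibition below 30% while every single replicate reaches 30%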;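 also: absorbance from insulin aggregation driven by PDI reduction with DTT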
Target sequence (P07237 whole entry, looked up): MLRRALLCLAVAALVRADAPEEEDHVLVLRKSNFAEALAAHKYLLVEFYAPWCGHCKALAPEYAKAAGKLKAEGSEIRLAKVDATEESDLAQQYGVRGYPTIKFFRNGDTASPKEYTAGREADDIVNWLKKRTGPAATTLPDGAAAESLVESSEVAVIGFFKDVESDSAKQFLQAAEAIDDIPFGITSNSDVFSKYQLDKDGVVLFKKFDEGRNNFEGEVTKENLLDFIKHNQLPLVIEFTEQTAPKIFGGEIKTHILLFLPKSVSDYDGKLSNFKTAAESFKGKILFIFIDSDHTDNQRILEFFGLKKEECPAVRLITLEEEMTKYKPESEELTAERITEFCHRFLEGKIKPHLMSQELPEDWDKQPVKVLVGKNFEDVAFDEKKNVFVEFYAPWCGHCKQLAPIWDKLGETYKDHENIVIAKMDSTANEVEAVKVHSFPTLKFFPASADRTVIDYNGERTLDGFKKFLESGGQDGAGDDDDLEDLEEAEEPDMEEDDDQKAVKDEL
* hit, by the source's call; ? = inconclusive; . = no result given; & = joins results of further samples.

SMILES	Cardio protect	MC4R antag cAMP	HTR2A ag	PDI turbidity	ABCB6 inh 2	aDG glyco act	MC4R ag barr	CaV13 FRET inh	N-glyco inh	Vif imaging
CCCOc1ccc(CCC(=O)N/N=C/c2ccc([N+](=O)[O-])o2)cc1	-7.7	2.1	4.3	2.3	101.0	1.6	0.5	-11.8	8.2	-0.6
COc1cccc(-c2ccc3c(c2)S(=O)(=O)c2cccc(C(=O)O)c2C3=O)c1OC	3.4	-2.5	8.2	3.4	102.0	0.1	-1.1	-8.5	1.8	0.5
CCCn1c(N)c(C(=O)CN(C)CC(=O)Nc2ccccc2C(F)(F)F)c(=O)[nH]c1=O	0.6	8.1	2.0	0.8	99.0	-0.2	-3.2	-5.2	3.3	10.1
O=C(C[n+]1cn(C(F)F)c2ccccc21)c1ccc(OC(F)F)cc1	-0.2	17.7	5.2	2.4	99.0	0.1	-0.5	-18.1	2.5	10.8
Cc1ccc(S(=O)(=O)O)c(C)c1N1CCCC1=O	2.9	4.7	2.5	-8.6	99.0	-0.1	-1.5	-4.6	2.2	-4.7
Cc1cc(NC(=O)CCc2ccc(-c3ccccc3)o2)no1	7.9	4.9	2.6	-5.5	96.0	0.0	-1.1	-5.5	.	.
Cc1ccc(N=Nc2c(=O)[nH]n3c(C)cc(C)nc23)cc1	19.7	-25.9	2.9	-4.4	103.0	1.8	-1.7	-5.3	-1.1	-1.4
Cc1cccc(/C=N/n2c(C)nc3ccccc3c2=O)c1	-0.1	19.5	0.1	-6.5	87.0	0.0	1.9	-4.3	1.3	3.0
Cc1ccc(-c2noc(COc3ccccc3C)n2)cc1	-8.6	11.5	1.7	-0.9	102.0	0.1	-0.1	-4.8	-0.9	-1.5
O=C(NCCN1CCCCC1)c1c(O)c2ccccc2[nH]c1=O	0.1	0.0	-4.0	4.5	96.0	-0.2	-1.8	-6.5	-0.9	0.2
CCCCCCSc1cc(-c2nc3ccc(Cl)cn3c2NCCCC)ccc1OC	-8.6	5.9	-1.8&-2.9	-2.3	104.0&100.0	0.7&0.0	-0.1	-10.6&-9.0	-6.7	-3.0
COc1cc(/C=N/NC(=O)c2ccccn2)cc2c1OCO2	-1.4	-4.3	-3.5	-7.9	99.0	0.0	1.2	-4.3	-3.7	4.9
CC(C)n1c(NCc2cccs2)nc2ccccc21	-1.4	2.1	-2.0	10.0	95.0	0.1	-1.1	-3.4	-1.9	14.1
NC(=O)C1=C[C@@H](c2coc3ccccc3c2=O)C[C@@H](OCc2ccc(CO)cc2)O1	0.3	8.6	-1.7	-24.0	98.0	-0.1	0.6	-9.3	2.6	-1.2
O=C(NC1CC1)c1ccc(NC(=O)C2CCCC2)cc1	0.4	5.1	-1.9	1.1	102.0	0.2	-1.0	-8.9	0.6	.
OC(c1cc(-c2ccc(Cl)cc2)nc2ccccc12)C1CCCCN1 (configuration not stated)	-18.8	-3.8	-3.3	-5.1	96.0	-0.2	1.8	-4.3	1.5	3.9
C/C=C/c1ccc(OCC(=O)Nc2ccncc2)c(OC)c1	-16.0	4.9	4.6	-10.2	90.0	1.8	0.1	-17.6	1.0	-11.9
N/C(Cn1cncn1)=N\OC(=O)c1ccc(Cl)cc1Cl	8.9	4.7	1.0	6.0	107.0	-0.2	-1.9	-2.9	1.7	-3.4
Cc1cc(C)nc(NC(=NCCc2c[nH]c3ccccc23)NC(=O)c2ccco2)n1	30.4	22.2	-1.6	1.8	97.0	-0.3	4.7	-5.2	-4.0	-5.1
CC1CCN(C(NC(=O)c2ccco2)C(=O)c2ccccc2)CC1 (configuration not stated)	4.1	5.6	7.0	-3.5	99.0	0.0	-1.2	-4.4	-1.7	-14.8

More entries follow:
SMILES	Cardio protect	MC4R antag cAMP	HTR2A ag	PDI turbidity	ABCB6 inh 2	aDG glyco act	MC4R ag barr	CaV13 FRET inh	N-glyco inh	Vif imaging
CC(=O)SC1CC(=O)C=C2CCC3C4CCC(=O)OC4(C)CCC3C21C (configuration not stated)	6.1	0.3	1.2	-9.8	103.0	-0.1	-2.0	-5.7	-0.3	8.0
C=CCN(C(=O)Cc1cccs1)c1nc(-c2ccc(S(C)(=O)=O)cc2)cs1	-3.2	5.4	9.3	5.6	89.0	0.2	1.6	-6.2	0.3	8.5
COc1cc(NC(=O)C(C)C)ccc1NC(=O)c1ccco1	-1.8	-1.0	0.7	-5.6	98.0	0.1	0.7	-9.2	-9.0	3.7
CCOC(=O)c1c(C)[nH]c(C(=O)CN2C(=O)NC(CC)(c3ccccc3)C2=O)c1C (configuration not stated)	15.7	15.1	4.5	14.6	93.0	0.1	2.5	1.0	0.3	-7.1
CCOC(=O)C(=O)Nc1ccc(S(=O)(=O)Nc2nccc(C)n2)cc1	-0.4	12.4	1.8	0.7	100.0	-0.4	2.0	-8.7	0.6	.
Cc1ccc(C(=O)Nc2cccc(NC(=O)c3cccnc3)c2)cc1	-2.4	1.1	-0.7	6.5	85.0	-0.1	3.3	-4.1	-2.4	13.8
COC(=O)C1C2C=CC3(CN(Cc4ccco4)C(=O)C13)O2 (configuration not stated)	6.1	-2.3	3.7	-4.2	99.0	-0.1	0.8	.	1.9	-3.1
O=C(NCCNC(=O)c1ccco1)c1cccc(F)c1	0.0	3.4	1.1	5.8	96.0	0.3	-0.3	.	1.2	.
O=[N+]([O-])c1ccc(OCc2cnc(Cl)s2)c([N+](=O)[O-])c1	-13.9	6.7	-3.8	-2.6	101.0	-0.2	-1.8	-16.8	1.0	-0.5
COCCn1c(-c2ccco2)nc2nc3ccccc3nc21	3.0	-4.2	0.6	-4.4	105.0	0.3	-2.0	-4.2	1.4	36.5
Cc1ccc(NC(=S)N(C)Cc2cn(C)c3ccccc23)cc1	-6.3	1.0	-2.7	-18.4	93.0	-0.5	-1.0	-3.8	-4.0	-3.1
COc1ccc(CCN2CC(C(=O)Nc3cccc(C(C)=O)c3)CC2=O)cc1OC (configuration not stated)	4.0	-6.3	4.8	-5.7	90.0	0.5	-2.6	2.6	-0.1	-0.3
Cc1ccc(-c2nnc(N3CCN(C(=O)CSc4ncn[nH]4)CC3)c3ccccc23)cc1	10.6	5.0	-3.4	4.2	89.0	-0.2	-2.0	.	-1.5	-6.0
COc1ccc([C@H]2/C=C\CN(C(=O)C3CC3)[C@@H](C)C(=O)N2Cc2ccc(F)cc2)cc1	9.0	2.9	1.2	1.5	94.0	0.1	-1.8	-10.1	-0.2	0.6
CCOC(=O)c1c(C)[nH]c(C)c1C(=O)COC(=O)c1nn(CC)c(=O)c2ccccc12	13.3	8.2	8.9	-0.5	93.0	-0.2	0.7	-14.9	5.2	.
CCOc1ccccc1OCC(=O)NNC(=S)NC1CCCCC1	-0.8	10.4	-1.1	-3.7	100.0	0.1	-1.8	-3.2	1.6	-3.0
CCOc1ccc(N=C(NC#N)SC)cc1	-3.3	-1.9	-1.1	7.3	96.0	-0.2	-1.6	-8.9	1.5	.
Cc1ccc(C(=O)NC(C)CCc2ccccc2)cc1S(=O)(=O)N1CCOCC1 (configuration not stated)	-1.9	20.1	-2.3	-1.3	99.0	0.0	-2.2	-5.5	-7.7	-23.5
O=C(NC1CCCc2c1cnn2-c1ccc(F)cc1F)c1csnn1 (configuration not stated)	-3.9	11.0	3.4	-1.9	97.0	0.2	-0.1	-2.7	0.5	-7.1
O=C(COc1ccc(Cl)cc1)NCc1n[nH]c(=O)c2ccccc12	80.8*	0.2	-2.6	-6.1	99.0	0.6	-4.1	-6.3	-0.2	8.4

Next structures:
SMILES	Cardio protect	MC4R antag cAMP	HTR2A ag	PDI turbidity	ABCB6 inh 2	aDG glyco act	MC4R ag barr	CaV13 FRET inh	N-glyco inh	Vif imaging
COc1ccc(-n2c(SCC(C)=O)nc3sc(C)c(C)c3c2=O)cc1	6.2	12.6	0.1	5.8	100.0	0.4	-0.6	-2.6	1.1	-9.1
CC(C)(CNC(=O)c1ccc(Br)o1)N1CCOCC1	7.8	9.0	-1.5	1.0	99.0	-0.2	-3.1	-5.1	0.2	-2.9
Cc1ncc(C[n+]2csc(CCOC(=O)CC34CC5CC(CC(C5)C3)C4)c2C)c(N)n1	4.7	17.1	0.2	2.3	105.0	-0.1	1.4	-7.5	2.0	-2.6
COC(=O)c1ccc(NC(=S)N2CCN(C(=O)c3ccco3)CC2)cc1	-2.3	11.9	0.3	0.9	100.0	-0.4	-1.2	-9.1	-0.7	2.1
O=C(OCc1nnc(-c2ccccc2)o1)c1ccc2c(c1)OCO2	-2.9	15.5	-0.1	3.8	112.0	0.0	-2.6	.	0.7	.
Cc1noc(C)c1COc1cccc(C(=O)Nc2ccccc2)c1	-8.7	-0.3	-0.1	6.4	96.0	0.0	-2.0	-6.1	1.8	?
CC1CCCN(C(=O)C2CCC(CNc3c(N4CCCCC4)c(=O)c3=O)CC2)C1 (configuration not stated)	3.4	-12.7	-0.4	3.6	96.0	0.0	0.4	-3.5	0.8	6.6
COc1ccccc1OCCCCNCCO	2.8	1.2	1.1	-2.8	101.0	0.1	-1.6	-7.6	-1.4	-0.7
CCOc1ccccc1C(=O)NCC(=O)OCC(=O)NCCc1ccc(S(N)(=O)=O)cc1	9.8	-2.2	-3.1	-4.1	96.0	0.0	0.9	-3.3	-0.1	2.2
CCC1=Nc2cc(C(=O)NCCN3CCOCC3)ccc2Sc2ccccc21	-2.2	-1.0	-3.9	9.5	106.0	0.2	0.0	-5.1	-1.6	0.3
CC(C)(C)OC(=O)N1CCN(C(c2ccnc3ccccc23)c2nnnn2-c2ccc3c(c2)OCCO3)CC1 (configuration not stated)	.	.	-0.1	.	94.0	-0.1	.	-10.0	.	.
C=CCN1C(=O)/C(=C\C(C)=C\c2ccccc2)SC1=S	-6.1	14.4	3.7	-4.2	97.0	-0.3	-0.3	-3.2	-1.0	17.9
